E coli WT exp: growth inhibitors of E. coli BW25113 wild type | 98,000 compounds, 0.15% hits | growth inhibition, % at 100 µM | AID 710 | OD600 absorbance;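 active = growth inhibition above about 50% at one test dose, limit read from the data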;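 note: growth measured after 20 h incubation at 37 °C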
PostGolgi ctrl: yeast control strain growth, post-Golgi counter-screen | efflux-deficient yeast background strain, growth absorbance A615, 16 h | inhibition, % at 10 µM | 98,000 compounds, 5% hits
sEH activator: increases human soluble epoxide hydrolase activity; P34913; purified human sEH enzymatic activity, activator screen; 91,000 compounds, 0.04% hits; activation, % at 2 µM; in the data active = activation above about 37%; note: values of inactives mirror those of a sister screen read the other way
Target sequence (P34913 whole entry, looked up): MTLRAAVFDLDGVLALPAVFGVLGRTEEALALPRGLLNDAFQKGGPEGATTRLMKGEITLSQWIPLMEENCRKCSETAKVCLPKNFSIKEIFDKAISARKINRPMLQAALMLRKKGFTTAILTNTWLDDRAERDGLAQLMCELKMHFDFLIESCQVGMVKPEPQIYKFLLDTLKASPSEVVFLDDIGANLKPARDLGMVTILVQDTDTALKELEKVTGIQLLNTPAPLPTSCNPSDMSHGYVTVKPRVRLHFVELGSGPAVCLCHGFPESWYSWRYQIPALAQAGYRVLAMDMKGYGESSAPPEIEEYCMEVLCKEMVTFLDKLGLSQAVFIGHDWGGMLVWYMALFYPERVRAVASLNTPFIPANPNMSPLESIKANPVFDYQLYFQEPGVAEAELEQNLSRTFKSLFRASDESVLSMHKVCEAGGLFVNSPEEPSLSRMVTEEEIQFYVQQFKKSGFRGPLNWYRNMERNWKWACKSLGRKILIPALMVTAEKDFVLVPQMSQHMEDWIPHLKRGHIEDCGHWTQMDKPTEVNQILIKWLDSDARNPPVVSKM
S1P2 agonist: S1P2 (human) receptor agonism. O95136. S1P2-expressing cell line, agonist reporter read-out. activation, % at 4.5 µM. 97,000 compounds, 0.46% hits; in the data active = activation above about 16%;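 note: 0% = vehicle low control and 100% = maximal reference agonist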
Target sequence (O95136 whole entry, looked up): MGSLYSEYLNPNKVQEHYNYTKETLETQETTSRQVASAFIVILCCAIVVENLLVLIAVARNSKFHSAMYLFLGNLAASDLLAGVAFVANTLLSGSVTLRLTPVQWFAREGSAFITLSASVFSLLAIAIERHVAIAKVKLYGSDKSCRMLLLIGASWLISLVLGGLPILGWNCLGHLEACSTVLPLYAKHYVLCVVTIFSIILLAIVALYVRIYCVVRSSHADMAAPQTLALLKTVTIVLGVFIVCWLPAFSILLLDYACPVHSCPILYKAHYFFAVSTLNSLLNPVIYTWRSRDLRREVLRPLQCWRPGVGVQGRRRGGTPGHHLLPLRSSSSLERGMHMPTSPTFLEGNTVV
sEH inhibitor: inhibitors of human soluble epoxide hydrolase; P34913; inhibition, % at 2 µM; 91,000 compounds, 0.34% hits; recombinant human sEH enzymatic activity assay; in the data active = inhibition above about 80%; note: values of inactives mirror those of a sister screen read the other way; many of its hits are not listed in these tables
S1P2 blocker: blocks the human S1P2 receptor | cell-based S1P2 antagonist assay, inhibition at 5 uM | AID 736 | 97,000 compounds, 0.21% hits | O95136 | inhibition, % at 5 µM; in the data active = inhibition above about 45%;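 note: CRE beta-lactamase reporter cells expressing human S1P2 stimulated with S1P; 0% = agonist at EC80 alone and 100% = agonist plus reference antagonist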
CD11b adhes inh: CD11b/CD18-fibrinogen binding inhibition; K562 CD11b/CD18 adhesion to fibrinogen, ATPlite luminescence; Mn2+ added to activate the integrin; AID 1497; 93,000 compounds, 0.54% hits; inhibition, % at 10 µM; P05107+P11215;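 active = primary inhibition of 50% or more at 10 µM, then 40% or more on retest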; note: some results filed as inactive read as strong as hits
PLAP activator: human PLAP activation; purified PLAP enzyme, luminescent substrate read-out; stronger effect = higher value; AID 696; P05187; activation fold at 20 µM; 96,000 compounds, 1.2% hits; in the data active = activation fold above about 2
PostGolgi yeast: growth inhibition of a yeast mutant, post-Golgi transport screen; 98,000 compounds, 0.9% hits; post-Golgi transport phenotypic cell assay; inhibition, % at 10 µM; AID 739;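 note: yeast cells grown in 1536-well plates; yeast grown about 18 h at 30C before absorbance read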
* = called active by the depositor. Cut-off read from the data, not from the text of the source, unless noted: active = inhibition above about 30%; inactive = the rest.

CCCn1c2ccccc2c2nnc(SCC(=O)OC)nc21 was read as E coli WT exp -6, PostGolgi ctrl 8, sEH activator -8, S1P2 agonist 6, sEH inhibitor 6, S1P2 blocker -43, CD11b adhes inh 3, PLAP activator 0.9 and PostGolgi yeast 24.
Screening C=CCn1c(CNC(=O)c2cccs2)nnc1SCC(=O)c1ccc(Br)cc1 returned E coli WT exp 4, PostGolgi ctrl 3, sEH activator 0, S1P2 agonist -2, sEH inhibitor 2, S1P2 blocker 1, PLAP activator 0.7 and PostGolgi yeast -19.
`Cc1ccc(S(=O)(=O)N(CC(=O)O)Cc2ccccc2)cc1` gave E coli WT exp -1, PostGolgi ctrl 7, sEH activator 2, S1P2 agonist -5, sEH inhibitor -3, S1P2 blocker 10, CD11b adhes inh -7, PLAP activator 1 and PostGolgi yeast 4.
COc1cccc(C(=O)Nc2ccc(NC(=O)C(C)(C)C)cn2)c1 was read as E coli WT exp 9, PostGolgi ctrl -2, sEH activator -8, S1P2 agonist 2, sEH inhibitor 10, S1P2 blocker -9, CD11b adhes inh -12, PLAP activator 0.8 and PostGolgi yeast -1.
Screening Cc1ccc(OCC(=O)Nc2sc3c(c2C#N)CCC3)cc1 returned E coli WT exp 2, PostGolgi ctrl -7, sEH activator 16, S1P2 agonist -4, sEH inhibitor -15, S1P2 blocker 22, CD11b adhes inh 10, PLAP activator 1.1 and PostGolgi yeast 15.
For CCCc1nnc(NC(=O)CCCN2C(=O)c3ccccc3C2=O)s1 the results were E coli WT exp 1, PostGolgi ctrl 14, sEH activator 9, S1P2 agonist -5, sEH inhibitor -10, S1P2 blocker -1, CD11b adhes inh -6, PLAP activator 0.9 and PostGolgi yeast 3.
For CCNCCNC(=O)c1c(O)c2c([nH]c1=O)CCCC2 the results were E coli WT exp 4, PostGolgi ctrl -8, sEH activator -12, S1P2 agonist 0, sEH inhibitor 13, S1P2 blocker 12, CD11b adhes inh -9, PLAP activator 0.9 and PostGolgi yeast -6.
Screening COC(=O)c1ccccc1NC(=O)Cn1cnc2cc(C)c(C)cc21 returned E coli WT exp -18, PostGolgi ctrl -2, sEH activator 14, S1P2 agonist -4, sEH inhibitor -18, S1P2 blocker -2, CD11b adhes inh 8, PLAP activator 1.3 and PostGolgi yeast -12.
For COc1ccc(NC(=O)C2CC(=O)NC(Nc3cccc(C)c3)=N2)cc1 (stereo not drawn) the results were E coli WT exp 0, PostGolgi ctrl 7, sEH activator -6, S1P2 agonist -6, sEH inhibitor 7, S1P2 blocker -13, CD11b adhes inh 6, PLAP activator 1 and PostGolgi yeast -10.
O=C(NCc1ccccc1)C(c1ccccc1)N(Cc1cccs1)C(=O)c1cnccn1 (stereo not drawn) was read as E coli WT exp -6, PostGolgi ctrl 40*, sEH activator 11, S1P2 agonist -3, sEH inhibitor -10, S1P2 blocker 33, CD11b adhes inh -4, PLAP activator 1.1 and PostGolgi yeast -3.
For CCn1c(SCC(=O)NCc2ccccc2)nc2ccccc2c1=O the results were E coli WT exp -4, PostGolgi ctrl 7, sEH activator -25, S1P2 agonist -6, sEH inhibitor 25, S1P2 blocker -14, CD11b adhes inh -12, PLAP activator 0.9 and PostGolgi yeast 2.
For CN(CC(=O)Nc1sccc1C#N)C1CCCCC1 the results were E coli WT exp -9, PostGolgi ctrl -3, sEH activator -3, S1P2 agonist -2, sEH inhibitor 1, S1P2 blocker 4 and PostGolgi yeast -7.
For CCOc1ccc(-c2cnc(SCC(N)=O)nc2N)cc1 the results were E coli WT exp 1, PostGolgi ctrl 10, sEH activator 9, S1P2 agonist -1, sEH inhibitor -6, S1P2 blocker 24, CD11b adhes inh -2, PLAP activator 0.9 and PostGolgi yeast -10.
`O=C1CCCc2sccc2N1` gave E coli WT exp 9, PostGolgi ctrl -13, sEH activator -10, S1P2 agonist -6, sEH inhibitor 12, S1P2 blocker -1, CD11b adhes inh 8, PLAP activator 1.2 and PostGolgi yeast 0.
For COc1ccc(Cl)cc1C(=O)Nc1ccc(S(=O)(=O)N2CCCC2)cc1 the results were E coli WT exp -1, PostGolgi ctrl 3, sEH activator 8, S1P2 agonist 0, sEH inhibitor -8, S1P2 blocker -22, CD11b adhes inh 6, PLAP activator 1.2 and PostGolgi yeast -6.
For CCN(CC)c1ccc(C2NC(=O)NC(C)=C2C(=O)Nc2ccccc2)cc1 (stereo not drawn) the results were E coli WT exp 2, PostGolgi ctrl 0, sEH activator -2, S1P2 agonist -5, sEH inhibitor 2, S1P2 blocker -5, CD11b adhes inh 3, PLAP activator 1 and PostGolgi yeast 0.
`CCOC(=O)c1[nH]c2ccc(C)cc2c1NC(=O)CN1CCCCC1` gave E coli WT exp 10, PostGolgi ctrl 1, sEH activator -6, S1P2 agonist -4, sEH inhibitor 6, S1P2 blocker 7, CD11b adhes inh -15, PLAP activator 1 and PostGolgi yeast 6.
For CCOC(=O)N1CCC(N2C(=O)c3ccccc3C2Nc2cc(C(=O)OC)cc(C(=O)OC)c2)CC1 (stereo not drawn) the results were E coli WT exp 3, PostGolgi ctrl -6, sEH activator -3, S1P2 agonist -4, sEH inhibitor 2, S1P2 blocker -10, CD11b adhes inh -3, PLAP activator 1.6 and PostGolgi yeast -5.
For Cc1ccc(NC(=S)NC2CC3CCCC(C2)N3Cc2cccs2)cc1 (stereo not drawn) the results were E coli WT exp 6, PostGolgi ctrl 28, sEH activator -45, S1P2 agonist -6, sEH inhibitor 46, S1P2 blocker 2, CD11b adhes inh 5, PLAP activator 1.2 and PostGolgi yeast -3.
`Cc1ccc(C)c(NC(=O)CSc2nnc(-c3ccco3)o2)c1` gave E coli WT exp 3, PostGolgi ctrl 0, CD11b adhes inh 25, PLAP activator 1 and PostGolgi yeast 13.
CC[C@H](C)[C@H](NC(=O)c1ccc(Cl)cc1)C(=O)OCC(=O)c1ccc2c(c1)NC(=O)CO2 was read as E coli WT exp -9, PostGolgi ctrl 10, sEH activator -25, S1P2 agonist -3, sEH inhibitor 24, S1P2 blocker 31, CD11b adhes inh -23, PLAP activator 1.5 and PostGolgi yeast -4.
Screening CCOc1ccccc1-n1nnnc1SCC(=O)NC(=O)Nc1ccc2c(c1)OCCO2 returned E coli WT exp -2, PostGolgi ctrl 11, sEH activator -7, S1P2 agonist -2, sEH inhibitor 6, S1P2 blocker -3, CD11b adhes inh 4, PLAP activator 0.8 and PostGolgi yeast -6.
`CC(=O)c1cc2c(cc1NC(=O)CCc1ccccc1)OCO2` gave E coli WT exp -2, PostGolgi ctrl 18, sEH activator 6, S1P2 agonist -5, sEH inhibitor -5, S1P2 blocker 2, CD11b adhes inh -12, PLAP activator 0.9 and PostGolgi yeast -6.
`CCN(CC)S(=O)(=O)c1csc(C(=O)NCc2ccccc2)c1` gave E coli WT exp -2, PostGolgi ctrl 3, sEH activator -8, S1P2 agonist -2, sEH inhibitor 9, S1P2 blocker 3, CD11b adhes inh -6, PLAP activator 1 and PostGolgi yeast -5.
For Cc1nc2ncnn2c(C)c1CCC(=O)N1CCN(C(=O)c2ccco2)CC1 the results were E coli WT exp -2, PostGolgi ctrl -3, sEH activator -8, S1P2 agonist -14, sEH inhibitor 6, S1P2 blocker 12, CD11b adhes inh 9, PLAP activator 0.9 and PostGolgi yeast -4.
Screening COC(=O)c1cc(COC(=O)c2cccnc2SC)oc1C returned E coli WT exp 6, PostGolgi ctrl 12, sEH activator -12, S1P2 agonist -2, sEH inhibitor 10, S1P2 blocker -21, CD11b adhes inh 3, PLAP activator 1.1 and PostGolgi yeast 16.
Cc1cc(C)c(C)c(S(=O)(=O)N2C(=S)NC(=O)C2C(C)C)c1C (stereo not drawn) was read as E coli WT exp 11, PostGolgi ctrl 44*, sEH activator 22, S1P2 agonist -3, sEH inhibitor -20, S1P2 blocker -42, CD11b adhes inh 20, PLAP activator 1.1 and PostGolgi yeast 8.
Cn1nc(CC(=O)Nc2ncc(Br)s2)c2ccccc2c1=O was read as E coli WT exp -5, PostGolgi ctrl 8, sEH activator -2, S1P2 agonist -5, sEH inhibitor 0, S1P2 blocker 40 and PostGolgi yeast -1.
For C=CCN=C(NC#N)SCc1ccccc1 the results were E coli WT exp 14, PostGolgi ctrl 7, S1P2 agonist -4, S1P2 blocker -9, PLAP activator 1 and PostGolgi yeast 7.
Screening COc1ccc(NC(=O)CSc2c(C)n[nH]c2C)cc1 returned E coli WT exp -4, PostGolgi ctrl 6, sEH activator -1, S1P2 agonist -8, sEH inhibitor 4, S1P2 blocker 2, CD11b adhes inh -1, PLAP activator 1.4 and PostGolgi yeast 7.
`O=C(C1CC1)N1CCc2cc(Br)cc(S(=O)(=O)NCCCN3CCCC3)c21` gave E coli WT exp 7, PostGolgi ctrl -1, CD11b adhes inh -23, PLAP activator 1.6 and PostGolgi yeast -5.
Screening O=c1c2c3c(sc2n2c(=S)[nH]nc2n1Cc1ccccc1)CN(Cc1ccccc1)CC3 returned sEH activator 5, S1P2 agonist -3, sEH inhibitor -1 and S1P2 blocker 16.
`N#Cc1c(N)nc2c(c1-c1ccncc1)CCCCCC2` gave sEH activator -36, S1P2 agonist 0, sEH inhibitor 37 and S1P2 blocker -6.
Screening O=C(Nc1c(F)c(F)c(F)c(F)c1F)C1CCCCC1 returned E coli WT exp 8, PostGolgi ctrl 2, CD11b adhes inh 5, PLAP activator 1.2 and PostGolgi yeast -8.
For N#Cc1c(N)n(CCNC(=O)c2cccs2)c2nc3ccccc3nc12 the results were E coli WT exp 8, PostGolgi ctrl -2, CD11b adhes inh -31, PLAP activator 0.7 and PostGolgi yeast 3.
S=c1[nH]nc(Cc2cccs2)n1-c1ccccc1 was read as E coli WT exp 9, PostGolgi ctrl -3, sEH activator 18, S1P2 agonist -6, sEH inhibitor -18, S1P2 blocker -2, CD11b adhes inh -18, PLAP activator 1.1 and PostGolgi yeast 5.
`CCC(C)NC(=O)c1cn(-c2cccc(C)n2)cn1` (stereo not drawn) gave E coli WT exp 2, PostGolgi ctrl 13, sEH activator -2, S1P2 agonist -1, sEH inhibitor 5, S1P2 blocker 21, PLAP activator 0.9 and PostGolgi yeast -1.
Cc1cc(C)n(S(=O)(=O)c2ccc(Cl)c(Cl)c2Cl)n1 was read as E coli WT exp 4, PostGolgi ctrl 19, sEH activator -9, S1P2 agonist -6, sEH inhibitor 7, S1P2 blocker 12, CD11b adhes inh -28, PLAP activator 1.1 and PostGolgi yeast 15.
`CC1(C)CC(=O)C=C(OC(=O)c2ccc(Cl)cc2)C1` gave E coli WT exp -5, PostGolgi ctrl 7, S1P2 agonist -5, S1P2 blocker 22, CD11b adhes inh 12, PLAP activator 1 and PostGolgi yeast 9.

Screening data: PubChem, several laboratories

Compounds were not picked by outcome (roughly 7.1% active in at least one column).
